Assay outcomes deposited in PubChem by Broad Institute.
Xi reactivation: activators of X-chromosome reactivation in mouse fibroblasts; XiGFP mouse fibroblasts, % GFP-positive cells imaging, 3 d; cells co-treated with 5-aza-dC sensitizer; scaled so ellipticine positive control = 100%; activation, % at 7.58 µM; hit rate 0.055% among 360,000; AID 743238;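 active means mean normalized replicate activation at least 10% and every replicate at or above 10%; inconclusive means only one of the two criteria met; inactive means mean below 10% and not all replicates reach 10%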;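 further: 0% = median of on-plate neutral control wells and 100% = ellipticine 6 µM median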
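Material: SV40-immortalized XiGFP fibroblast cells, line 68-5-11 | Buffer or medium: DMEM containing 5-aza-dC | Dosing: One concentration, pinned | Times: 3 d treatment, 15 min room-temperature fixation | Controls: Ellipticine 6 µM positive control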
E-selectin induc: E-selectin induction on HUVECs; P16581; HUVEC E-selectin immunofluorescence imaging; normalized: neutral wells 0, TNF-alpha wells 100; activation, % at 7.58 µM; hit rate 0.37% among 260,000; AID 686992;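 active means mean E-selectin-positive cell signal at least 10% of the positive control, reached in at least 60% of replicates, without over 20% cell loss; inconclusive means no rule given, readout overlaps actives, possibly toxicity-flagged; inactive means the rest, including those meeting only one limit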;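 further: in these data hits start at about 27%; measured in HUVEC primary endothelial cells; signal is the percent of cells scored E-selectin positive by PE staining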
Target sequence (P16581 whole entry, looked up): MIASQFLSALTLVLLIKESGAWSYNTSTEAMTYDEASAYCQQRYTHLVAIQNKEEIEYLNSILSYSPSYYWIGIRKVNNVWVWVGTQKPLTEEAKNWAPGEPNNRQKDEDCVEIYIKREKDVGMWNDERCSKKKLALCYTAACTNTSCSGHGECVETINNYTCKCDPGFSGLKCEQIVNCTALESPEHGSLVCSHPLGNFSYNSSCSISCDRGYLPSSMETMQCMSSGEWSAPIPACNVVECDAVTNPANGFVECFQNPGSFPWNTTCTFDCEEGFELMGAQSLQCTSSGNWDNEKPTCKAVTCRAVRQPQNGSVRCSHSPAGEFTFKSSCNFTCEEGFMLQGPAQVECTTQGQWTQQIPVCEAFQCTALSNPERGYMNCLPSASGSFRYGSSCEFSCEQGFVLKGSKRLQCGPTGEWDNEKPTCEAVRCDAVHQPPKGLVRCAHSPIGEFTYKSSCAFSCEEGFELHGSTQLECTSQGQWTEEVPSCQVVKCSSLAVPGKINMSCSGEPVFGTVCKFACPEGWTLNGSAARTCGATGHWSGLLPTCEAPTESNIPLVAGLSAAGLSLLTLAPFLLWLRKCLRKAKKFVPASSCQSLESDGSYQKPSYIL
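Assay system: HUVEC primary endothelial cells. Input: 3,000 HUVEC seeded per well. Doses: one compound dose added by pin transfer. Read-out basis: % PE-positive cells. Benchmarks: TNF-alpha high, DMSO low. Detection: immunofluorescence imaging. Buffer or medium: EGM-2, gelatin.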
INS-1E GSIS act: primary screen for activators of insulin secretion dependent on glucose, INS-1E cells, GLuc reporter luminescence | hit rate 0.61% among 370,000 | activation, % at 16.6 µM | INS-1E GLuc reporter insulin secretion, 2-3 h;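 active means lowest replicate activation of at least 40%, so every replicate reaches that level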;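 further: 0% = median of neutral control wells and 100% = median of IBMX positive control wells; some compounds called inactive have numbers as strong as hits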
RAD52 inh: inhibitors of human RAD52 DNA annealing; recombinant RAD52 DNA annealing, FRET fluorescence; hit rate 0.46% among 360,000; inhibition, % at 18.7 µM; P43351;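 active means every replicate showing at least 50% inhibition; inconclusive means mean inhibition at least 50% but not in every replicate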
RAD54 branch: inhibitors of human RAD54 branch migration; AID 602329; inhibition, % at 10.4 µM; hit rate 0.14% among 360,000; Q92698; RAD54 Holliday junction branch migration, FAM/BHQ fluorescence;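 active means mean normalized replicate activity at least 40 and at least half of replicates scoring 40 or more; inconclusive means only one of the two criteria met; inactive means mean below 40 and under half of replicates reaching 40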;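 further: 0% = median of neutral control wells and 100% = median of positive control wells; inhibitors cause a drop in the FAM fluorescence signal; in these data hits start at about 50%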
DENV2 CPE: protects cells from dengue virus 2 cytopathic effect; DENV2-infected cells, cytopathic effect rescue, plate reader; CPE inhibition, % at 9.99 µM; hit rate 1.7% among 350,000; in the data active means CPE inhibition above about 20%, passing the limit was not always enough; inconclusive means no clear call, values can overlap the other calls; tested in BHK-21 cells;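 further: 0% = median of neutral control wells and 100% = median of positive control wells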
CFTR F508del cor: CFTR F508del correction in bronchial cells; AID 720511; activity (quench increase), % at 7.58 µM; CFBE cells, YFP halide quenching; stimulated with forskolin plus potentiator P3; % fluorescence drop versus neutral controls; hit rate 0.36% among 350,000;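 active means mean added fluorescence quench of at least 8% versus neutral control, with both replicates also reaching 8%; inconclusive means only one of the mean or replicate conditions met; inactive means mean below 8% and not both replicates reaching 8%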;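 further: cells transiently co-express mutant CFTR-F508del with the halide-sensitive YFP; corrector assay measuring rescue of mutant channel to the surface after 24 h compound exposure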
CASP6 VEID inh: caspase-6 (human) enzyme inhibition. P55212. purified caspase-6, Z-VEID-R110 cleavage fluorescence. inhibition, % at 12.5 µM. hit rate 0.53% among 350,000;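 active means mean inhibition across replicates at least about 35%, with every replicate also reaching that limit, limit read from the data; inconclusive means only one of the two criteria met; inactive means neither criterion met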;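 further: 0% = median of neutral control wells and 100% = no fluorescence left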
Target sequence (P55212 24-179 limits assumed): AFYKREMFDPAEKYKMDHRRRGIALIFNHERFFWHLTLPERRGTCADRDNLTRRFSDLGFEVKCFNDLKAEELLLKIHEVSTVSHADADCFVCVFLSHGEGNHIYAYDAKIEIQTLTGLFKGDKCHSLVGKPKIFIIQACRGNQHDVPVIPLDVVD
Target sequence (P55212 194-293 limits assumed): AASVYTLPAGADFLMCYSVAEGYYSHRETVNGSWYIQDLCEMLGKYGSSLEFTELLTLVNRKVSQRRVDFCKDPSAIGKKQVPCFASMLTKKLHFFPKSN
Active calls of the source: *; ? = inconclusive; . = not tested or not shown.

SMILES | Xi reactivation | E-selectin induc | INS-1E GSIS act | RAD52 inh | RAD54 branch | DENV2 CPE | CFTR F508del cor | CASP6 VEID inh
CC1(C)CC(NC(=O)c2cccc([N+](=O)[O-])c2)CC(C)(C)N1 | 0.0 | . | . | 0 | -4 | -1 | -1.4 | -1
CCOC(=O)CN(C(=O)COc1nc(C)cc(C)c1C#N)c1ccc(Cl)cc1 | 0.0 | -0.1 | 1 | 2 | . | 6 | -32 | -3
CCCn1c2ccccc2c2cnn(CC(=O)NC(C)CC)c(=O)c21 (configuration not stated) | 0.2 | . | 1 | -2 | -3 | 6 | -0.1 | -5
CO[C@@H]1CN(C)C(=O)c2cc(NC(C)=O)ccc2OC[C@H](C)N(Cc2cccnc2)C[C@H]1C | 0.1 | 0.1 | -4 | . | -8 | . | 3.0 | .
Cc1ccc(-c2ccc(S(=O)(=O)Nc3cccnc3)cc2)cc1 | 0.1 | . | 2 | 1 | 0 | 19 | -3.5 | -4
COc1ccc([C@@H]2C=C(C(=O)N3CCCCC3)O[C@H](OCc3ccc(CO)cc3)C2)cc1 | . | . | . | -65 | -14 | -5 | -0.5 | 0
CCOc1ccc(OCC)c(NC(=O)C2CCCN(c3nc(C)cc(C)n3)C2)c1 (configuration not stated) | . | . | . | -16 | . | -6 | 1.1 | -1
COc1ccc(F)cc1S(=O)(=O)n1nnc2ccccc21 | 0.1 | 0.2 | 26 | -2 | . | 1 | -1.2 | -4
O=C(CC12CC3CC(CC(Br)(C3)C1)C2)NC1=NCCS1 | 0.0 | -1.0 | -7 | -7 | -3 | -4 | 0.2 | 1
C[C@@H]1CN([C@H](C)CO)C(=O)c2cc(-c3cccc(F)c3)cnc2O[C@H]1CN(C)C | -0.9 | -0.3 | -3 | 3 | 6 | 3 | 2.5 | 1
O=C(CSc1nnnn1C1CCCC1)N1CCOCC1 | 0.0 | . | -10 | -8 | . | -3 | 4.5 | 0
Cc1noc(C)c1NC(=O)N[C@@H]1C=C[C@H](CC(=O)Nc2ccccc2)O[C@@H]1CO | -0.3 | -0.6 | 10 | -5 | 5 | -3 | 1.8 | -1
Cc1ccc(C(=O)NNC(=O)C2CSC3(C)CCC(=O)N23)cc1 (configuration not stated) | 0.7 | -0.5 | 11 | -10 | . | -9 | 0.0 | 0
Cc1cc2cc(C(=O)N3CCc4c([nH]c5ccccc45)C3c3ccccn3)ccc2o1 (configuration not stated) | 0.0 | 0.1 | -6 | -17 | -13 | -5 | -0.2 | 0
C=CCNc1nc2c(c(=O)[nH]c(=O)n2C)n1Cc1cccc(C)c1 | 0.1 | 2.7 | 2 | -9 | -1 | ? | -0.9 | -3
CCOc1cccc(NC(=O)C2CC(=O)N(C)C2)c1 (configuration not stated) | . | . | -2 | 3 | -1 | ? | -1.2 | 3
CN1CCCN(C(=O)C2CCCCC2)CC1 | 0.0 | -0.1 | 5 | -4 | . | . | -1.2 | -11
O=C(O)c1cccc(N2C(=O)c3cccc4c(Cl)ccc(c34)C2=O)c1 | 0.0 | . | 0 | -69 | -3 | -2 | -0.1 | 3
CCOc1ccc(CNC(=O)c2nnc(CS(=O)(=O)c3ccccc3)o2)cc1OC | 0.1 | 0.1 | . | -4 | -8 | 6 | 3.0 | 0
O=C(COC(=O)Cc1n[nH]c(=O)c2ccccc12)Nc1c(Br)cc([N+](=O)[O-])cc1Br | 0.0 | . | 2 | -8 | 7 | -2 | 2.2 | 4
Cc1ccc(OCCn2c(=S)[nH]c3c(N)ncnc32)cc1 | -0.1 | 0.3 | -10 | -31 | -2 | -1 | 4.5 | .
Cn1ccnc1C(O)(c1ccccc1)c1ccccc1 | 0.0 | 2.6 | 12 | -9 | 0 | -1 | -1.7 | 4
CCC(C)Nc1nc2c(c(=O)n(C)c(=O)n2C)n1C (configuration not stated) | 0.2 | 0.9 | 17 | -4 | -12 | 1 | -0.9 | 5
COc1ccc(NC(=O)C/C(C)=N/NC(=O)c2cccs2)c([N+](=O)[O-])c1 | 0.4 | . | 6 | -4 | -6 | -3 | -2.7 | 2
CCNC(=S)Nc1ccccc1-c1ccccc1 | -0.1 | 2.1 | 20 | -7 | . | 0 | . | -2
C[C@@H]1C=C(C(=O)NCc2nc3ccccc3[nH]2)O[C@H](OCCCCO)C1 | 0.2 | 0.2 | 8 | . | 3 | . | 3.6 | .
CCO[C@@H]1OC(C(=O)N2CCN(Cc3ccc4c(c3)OCO4)CC2)=C[C@H](c2ccc(Br)cc2)[C@H]1CCCO | 0.0 | -0.2 | . | -17 | 10 | ? | 7.2 | 3
O=C(C[C@H]1CC[C@@H]2[C@H](COC[C@H](O)CN2C(=O)c2cnccn2)O1)NCc1ccc(F)cc1 | 0.0 | 0.0 | 12 | -13 | 8 | 2 | 0.1 | -2
COc1cccc(-c2nnc(NC(=O)c3cccc(F)c3)o2)c1 | 0.0 | 0.8 | . | -7 | 1 | ? | 2.8 | 0
Nc1nonc1C(=O)NCCNc1ccc([N+](=O)[O-])cc1 | 0.0 | -0.2 | 0 | -11 | -5 | 5 | -0.2 | 1
COc1cccc(NC(=O)CSc2nn3c(=O)c(C)nnc3s2)c1 | 0.2 | -0.4 | 6 | -31 | -14 | ? | 2.2 | -3
Cc1noc(C)c1NC(=O)Nc1ccc2c(c1)CC(=O)N([C@H](C)CO)C[C@@H](C)[C@@H](CN(C)S(=O)(=O)c1ccc(Cl)cc1)O2 | 0.3 | 0.0 | 1 | 2 | 7 | 5 | 2.9 | 1
COc1ccc(S(=O)(=O)Nc2ccc3c(c2)CC(=O)N([C@H](C)CO)C[C@@H](C)[C@@H](CN(C)C(=O)Nc2cccc4ccccc24)O3)cc1 | 0.1 | -9.6 | 10 | 1 | -11 | 9 | -1.1 | 6
O=C(COC(=O)c1cc(-c2cccnc2)nc2ccccc12)Nc1ccc(F)cc1F | -0.1 | 2.1 | -6 | -29 | -9 | -7 | 1.2 | 3
C[C@H]1CN([C@@H](C)CO)C(=O)c2cc(NC(=O)Cn3cnnn3)ccc2O[C@@H]1CN(C)Cc1ccc(Cl)c(Cl)c1 | 0.2 | . | 10 | 4 | -3 | 6 | -0.4 | 0
CC(C)c1csc(CN2CCCC(CCC(=O)NCc3ccccc3F)C2)n1 (configuration not stated) | 0.5 | 0.4 | -7 | -7 | . | . | -0.1 | 5
COc1ccc2c3c([nH]c2c1)[C@H](CO)N(C)CC31CCN(C(=O)c2ccccn2)CC1 | 0.0 | -0.2 | 6 | -27 | . | -4 | -1.1 | .
CCCCCCCCNc1ncnc2[nH]ncc12 | 0.1 | 0.1 | -25 | -2 | . | -4 | -2.5 | -3
COc1ccc(-c2cc(C(=O)N3CCN(c4ncccn4)CC3)c3ccccc3n2)cc1 | 0.0 | 1.1 | 3 | -5 | -25 | -4 | 0.6 | 5
CCCCN(C(=O)Nc1ccccc1)C1CCS(=O)(=O)C1 (configuration not stated) | 0.4 | 3.6 | . | -12 | -7 | ? | -3.1 | 0
Cc1cccc(C)c1NC(=O)C1(C)CSCC(=O)N1CC(C)C (configuration not stated) | -0.1 | -0.3 | -5 | -3 | . | 10 | 0.7 | -2
CCn1cc(CN2CCC(C(=O)Nc3cccc(-c4cccc(F)c4)c3)CC2)cn1 | -0.2 | 0.0 | -3 | -12 | 1 | -2 | 1.0 | -11
O=C(Nc1cc(F)ccc1F)N1CC(=O)N2[C@H](CO)[C@@H](c3ccc(/C=C/c4ccccc4)cc3)[C@H]2C1 | 0.1 | -0.2 | -21 | -14 | . | -2 | 3.2 | 2
CCOC(=O)N1CCN(C(=O)COc2ccc([N+](=O)[O-])cc2)CC1 | 0.0 | . | 17 | -6 | . | 1 | -1.1 | -1
Cc1ccc(NC(=O)c2cc(S(=O)(=O)N3CCOCC3)cn2C)c(C)c1 | 0.1 | 1.4 | 12 | -8 | -9 | -1 | -0.8 | 1
CCOC(=O)c1c(C)[nH]c(C(=O)OCC(=O)NCc2ccco2)c1C | -0.1 | -0.1 | 0 | -51 | -1 | -6 | 1.8 | 1
CN1C(=O)C(C)(C)c2cc(S(=O)(=O)NCC3CCC(C(=O)NCc4ccc(F)cc4)CC3)ccc21 (configuration not stated) | 0.0 | . | -7 | -27 | -5 | -4 | -0.5 | 0
CO[C@@H]1CN(C)C(=O)c2ccc(NS(=O)(=O)c3cccc(F)c3)cc2OC[C@H](C)N(C(=O)Cc2cccnc2)C[C@@H]1C | -0.1 | -0.1 | 12 | 1 | 3 | -3 | -0.9 | -1
CCOC(=O)C(Cc1ccccc1)NC(=O)CCc1nnc2ccc(N3CCCCC3)nn12 (configuration not stated) | 0.1 | . | -5 | 3 | 17 | ? | 0.3 | 3
O=C(Cc1ccccc1[N+](=O)[O-])OCC(=O)N1CCN(c2ccccc2)CC1 | 0.1 | . | 9 | -19 | . | -5 | 2.8 | 1

Later entries:
SMILES | Xi reactivation | E-selectin induc | INS-1E GSIS act | RAD52 inh | RAD54 branch | DENV2 CPE | CFTR F508del cor | CASP6 VEID inh
COc1ccc(S(=O)(=O)N(C)C[C@@H]2Oc3ccc(NC(=O)Cc4cn(C)c5ccccc45)cc3C(=O)N([C@H](C)CO)C[C@@H]2C)cc1 | 0.2 | -0.2 | -13 | -9 | -6 | 4 | 0.2 | -5
COCC(=O)NNC(=O)c1ccccc1OC | 0.3 | . | 7 | -21 | . | . | -2.6 | 2
COc1ccc(CCN2CC(C(=O)NCc3cccc4[nH]ccc34)CCC2=O)cc1 (configuration not stated) | 0.2 | 0.2 | 18 | -5 | -2 | -3 | -0.2 | 0
COc1ccc(S(=O)(=O)Nc2ccc3c(c2)CC(=O)N([C@@H](C)CO)C[C@H](C)[C@@H](CN(C)C(=O)Nc2ccccc2)O3)cc1 | 0.3 | 0.1 | 5 | -4 | 1 | -3 | -0.1 | -1
CC1CN2C(c3ccc(Cl)cc3)=CSC2=N1 (configuration not stated) | 0.0 | . | 9 | -5 | 4 | 1 | 0.9 | -1
CCOC(=O)C1CCCN(C(=O)c2cc3cc(Br)ccc3oc2=O)C1 (configuration not stated) | 0.0 | -1.2 | 0 | -6 | . | -5 | -1.3 | 1
O=C(CCNS(=O)(=O)c1ccccc1C(F)(F)F)N1CCCCCCC1 | 0.2 | -0.9 | 0 | -21 | -7 | 13 | -1.6 | 2
CCc1cccc(NC(=O)CCc2nc3sc4c(c3c(=O)[nH]2)CCCC4)c1 | -0.1 | 84* | 3 | -130 | . | . | -1.4 | 4
COC(=O)c1ccc(Cn2nnc3c(=O)[nH]c(C4CCN(S(=O)(=O)c5cc(C)ccc5C)CC4)nc32)cc1 | 0.1 | . | -51 | -2 | 14 | 1 | -0.8 | -5
COc1ccc(CN(C)C[C@@H]2OCCCC[C@H](C)Oc3ccc(NS(=O)(=O)c4cccs4)cc3C(=O)N([C@@H](C)CO)C[C@@H]2C)cc1 | 0.0 | -0.1 | -13 | 29 | 5 | 19 | -0.1 | -2
CCCNC(=O)Nc1ccc2c(c1)OC[C@@H](C)N(Cc1ccncc1)C[C@@H](C)[C@H](OC)CN(C)C2=O | 0.1 | -0.1 | -9 | 7 | 0 | 4 | -1.3 | -5
